# Screens (PubChem BioAssay)
# NCI-60 one-dose screen, 48 h, at 10 µM unless noted. Numbers give growth in % (100 = growth as untreated, 0 = no growth, -100 = all killed).
# CCRF-CEM – CCRF-CEM leukemia. 77,000 compounds, 7% hits
# A549/ATCC – A549/ATCC NSCLC. 81,000 compounds, 3.7% hits. AID 1794740
# HOP-92 – HOP-92 NSCLC cells | AID 1794738 | 71,000 compounds, 6.3% hits
# EKVX – EKVX NSCLC; 71,000 compounds, 3% hits; AID 1794765
# HOP-62 – HOP-62 NSCLC. 80,000 compounds, 3.9% hits. AID 1794735
# SK-MEL-28 – SK-MEL-28 melanoma; 81,000 compounds, 4.1% hits
# SK-MEL-5 – SK-MEL-5 melanoma | 80,000 compounds, 6.4% hits | AID 1794755
# M14 – M14 melanoma. 80,000 compounds, 6.2% hits. AID 1794745
# An asterisk follows results filed as active; . = no result given; & = joins results of further samples; [ ] = dose if it differs, or a comment. The calls were made as follows: active = growth percent below 10; inactive = the rest.
SMILES,CCRF-CEM,A549/ATCC,HOP-92,EKVX,HOP-62,SK-MEL-28,SK-MEL-5,M14
CC1=C2C(=O)C[C@]2(C)[C@H]2C[C@@](C)(CO)C[C@H]2[C@@H]1O,107.5,93.9,104.7,104.0,112.2,106.2,103.9,99.0
COC(=O)c1ccc(NC(=O)CSc2nc(-c3ccc(F)cc3)nc3ccccc23)cc1,85.7,86.1,77.7,91.4,75.5,94.7,74.3,70.2
CN1CCN(CCCN2c3ccccc3Sc3ccc(C(F)(F)F)cc32)CC1,50.2,59.4,.,66.9,61.8,-45.4*,24.5,-74.0*
Cc1cccc(NC(=O)Nc2ccc(-c3ccc4c(c3)NC(=O)/C4=C\c3ccc[nH]3)cc2)c1,30.1,83.6,126.7,46.5,89.8,95.9,100.2,84.9
CC(C)[C@H](NC(=O)[C@H](CC(=O)O)NC(=O)[C@H](CCCCN)NC(=O)[C@@H](N)CCCN=C(N)N)C(=O)N[C@@H](Cc1ccc(O)cc1)C(=O)O,112.0,101.5,91.4,90.6,102.0,102.0,105.1,95.2
COc1ccc(/C=C(\C#N)n2nnc3cc(Cl)ccc32)cc1,12.4,14.4,-2.3*,11.4,40.8,31.3,-17.5*,-19.1*
Cc1cc(C)c(NC(=O)c2sc3nc4c(cc3c2N)CCCCCC4)c(C)c1,32.8,53.2,51.3,67.8,45.6,75.2,57.1,27.0
CC(C)c1ccc(C(C)(C)O)cc1,36.5,99.8,.,107.7,97.9,102.5,98.1,108.2
COc1ccc(C(CC(=O)c2ccccc2)Sc2ccccc2N)cc1 (stereo unspecified),.,.,.,.,94.3,105.9,89.6,92.6
NC(=O)N1N=C(c2ccccc2)CC=C1c1ccccc1,104.0,115.3,29.6,71.4,83.9,105.7,79.2,102.7
CC1(C)CC[C@]2(C(=O)N[C@H](CO)Cc3ccccc3)CC[C@]3(C)C(=CC[C@@H]4[C@@]5(C)CCCNC(C)(C)[C@@H]5CC[C@]43C)[C@@H]2C1,41.8,89.8,26.4,90.9,89.0,106.0,90.7,71.4
COc1ccc(-c2nc(/C=C3\C(=O)N(C)c4ccccc43)c3ccccn23)cc1,71.7,88.7,84.1,113.1,62.7,99.6,65.5,99.1
CC(O)c1cc2ccccc2c(=O)o1 (stereo unspecified),1.2*,102.3,.,102.0,105.1,101.1,97.0,106.6
COC(=O)C1=Nc2cc(OC)cc(OC)c2/C1=C/c1sc(=S)[nH]c1O,70.7,100.1,55.5,.,83.2,103.1,96.9,102.3
CS(=O)(=O)c1ccc(/C=C\C(=O)O)cc1,100.9,106.5,94.0,.,99.5,104.8,99.5,94.9
Nc1nc(-c2ccccc2)nn1-c1nc2ccccc2s1,105.4,97.6,83.6,85.0,86.8,97.7,101.7,91.1
O=C(Cc1ccccc1)NC1=NC(=O)/C(=C\c2cccs2)S1,104.3,97.4,61.8,104.5,104.5,102.4,102.9,95.4
O=S(=O)(NCCCNc1nccc(-c2c(-c3cccc(F)c3)nc3occn23)n1)c1ccc(C(F)(F)F)cc1,85.9,71.0,94.2,85.6,94.8,106.5,97.4,86.9
CCC(O)(c1ccccc1)C(O)c1ccccc1 (stereo unspecified),107.4,93.0,114.9,96.4,93.3,106.4,111.9,105.5
CCCCC(CC)COC(=O)Cc1ccccc1 (stereo unspecified),110.2,108.0,91.1,102.8,106.6,107.1,99.6,104.7
CCCCC(=O)O[C@H]1CCC2C3CCc4cc(O)ccc4C3CC[C@@]21C (stereo partly specified),63.7,.,106.9,60.7,106.3,106.0,101.4,105.3
CCOC(=O)c1c2ncccc2n2c(=O)n(-c3cccc(Cl)c3)nnc12,111.2,57.5,90.6,48.6,76.6,111.7,100.6,50.6
COc1cc(C2C(C(=O)OCc3ccccc3)=C(C)Nc3nc4ccccc4n32)cc(OC)c1OC (stereo unspecified),41.7,34.9,-0.3*,36.8,31.1,33.9,17.3,27.1
Nc1ccc(S(=O)(=O)C(=O)O)cc1,101.2,102.3,78.7,118.6,105.2,105.5,101.6,107.5
CS(=O)(=O)c1nccc(-c2c(-c3cccc(OCc4ccc(F)cc4)c3)nc3sccn23)n1,50.0,104.4,.,97.2,90.1,62.8,5.4*,71.2
COc1ccc(C(=O)/C=C/c2ccc(C(C)C)cc2)cc1,67.5,84.0,.,84.9,120.2,100.2,88.9,96.6
Nc1ccc(N2N=C(N3CCCC3)CC2=O)cc1,101.1,88.1,81.6,98.4,104.4,100.5,100.3,104.0
O=C(CSc1oc(-c2ccccc2)nc1S(=O)(=O)c1ccc(F)cc1)Nc1ccc(F)cc1,86.6,79.7,39.6,89.8,71.8,97.2,85.8,91.1
COc1ccc(/C=N\N2CCOCC2)cc1OC1CCCC1,106.3,99.8,93.1,89.4,97.0,115.5,99.3,92.7
C#Cc1cccc(NC(=O)Nc2ccc(NC(=O)CCl)cc2)c1,-29.8*[8.25 µM],45.3[8.25 µM],-66.5*[8.25 µM],88.3[8.25 µM],-6.9*[8.25 µM],67.6[8.25 µM],-73.9*[8.25 µM],4.5*[8.25 µM]

# Another view of some results above.
# The line under a structure holds: CCRF-CEM, A549/ATCC, HOP-92, EKVX, HOP-62, SK-MEL-28, SK-MEL-5, M14
Nc1nc(-c2ccccc2)nn1-c1nc2ccccc2s1
→ 105.4, 97.6, 83.6, 85.0, 86.8, 97.7, 101.7, 91.1
O=C(Cc1ccccc1)NC1=NC(=O)/C(=C\c2cccs2)S1
→ 104.3, 97.4, 61.8, 104.5, 104.5, 102.4, 102.9, 95.4
O=S(=O)(NCCCNc1nccc(-c2c(-c3cccc(F)c3)nc3occn23)n1)c1ccc(C(F)(F)F)cc1
→ 85.9, 71.0, 94.2, 85.6, 94.8, 106.5, 97.4, 86.9
CCC(O)(c1ccccc1)C(O)c1ccccc1 (stereo unspecified)
→ 107.4, 93.0, 114.9, 96.4, 93.3, 106.4, 111.9, 105.5
CCCCC(CC)COC(=O)Cc1ccccc1 (stereo unspecified)
→ 110.2, 108.0, 91.1, 102.8, 106.6, 107.1, 99.6, 104.7
CCCCC(=O)O[C@H]1CCC2C3CCc4cc(O)ccc4C3CC[C@@]21C (stereo partly specified)
→ 63.7, ., 106.9, 60.7, 106.3, 106.0, 101.4, 105.3
CCOC(=O)c1c2ncccc2n2c(=O)n(-c3cccc(Cl)c3)nnc12
→ 111.2, 57.5, 90.6, 48.6, 76.6, 111.7, 100.6, 50.6
COc1cc(C2C(C(=O)OCc3ccccc3)=C(C)Nc3nc4ccccc4n32)cc(OC)c1OC (stereo unspecified)
→ 41.7, 34.9, -0.3*, 36.8, 31.1, 33.9, 17.3, 27.1
Nc1ccc(S(=O)(=O)C(=O)O)cc1
→ 101.2, 102.3, 78.7, 118.6, 105.2, 105.5, 101.6, 107.5
CS(=O)(=O)c1nccc(-c2c(-c3cccc(OCc4ccc(F)cc4)c3)nc3sccn23)n1
→ 50.0, 104.4, ., 97.2, 90.1, 62.8, 5.4*, 71.2
COc1ccc(C(=O)/C=C/c2ccc(C(C)C)cc2)cc1
→ 67.5, 84.0, ., 84.9, 120.2, 100.2, 88.9, 96.6

# Additional compounds follow.
SMILES,CCRF-CEM,A549/ATCC,HOP-92,EKVX,HOP-62,SK-MEL-28,SK-MEL-5,M14
COc1cc(OC)c(C(=O)/C=C/c2cccc(C#N)c2)c(OC)c1,2.7*,2.3*,-5.9*,.,-9.9*,34.4,7.7*,6.7*
O=C1CN(c2ccccc2)C(=O)C1C(=O)Nc1ccc(Cl)c(Cl)c1 (stereo unspecified),35.9[100 µM],16.2[100 µM],10.6[100 µM],47.4[100 µM],9.5*[100 µM],33.4[100 µM],-6.2*[100 µM],28.8[100 µM]
CCOCCC(CC)C(=O)O (stereo unspecified),103.4,94.8,97.8,108.4,115.2,106.9,103.3,120.3
C/C(=N\N1C(=O)c2ccccc2NC1c1cccs1)c1c(O)cc(C)oc1=O (stereo unspecified),86.8,98.7,85.6,105.7,104.3,111.3,95.8,97.8
Cc1c(C(=O)N2CCCCC2)[nH]c2ccc(Cl)cc2c1=O,96.9,86.7,100.6,105.4,101.9,109.1,95.8,105.5
O=C(Cc1nc2ncccc2[nH]c1=O)N/N=C/c1ccc([N+](=O)[O-])cc1,94.5,84.8,80.0,94.5,103.3,105.5,91.9,109.7
Nc1c(I)cc([N+](=O)[O-])cc1I,108.5,.,104.3,93.2,84.2,105.9,97.1,109.0
CN/C(=C\[N+](=O)[O-])NCCSCc1ccc(CN(C)C)o1,103.0,95.1,85.0,95.1,103.6,110.7,98.5,100.8
CCCCNC(C(=O)c1ccccc1)c1ccc(OC)cc1 (stereo unspecified),97.9,84.0,78.8,89.9,87.7,101.2,96.8,84.5
Cc1cccc(C)c1Nc1nc(Nc2cnc3ccccc3c2)c2[nH]cnc2n1,70.1,77.4,53.5,52.4,85.2,99.0,79.3,84.7
CN(C)c1ccc(/C=C2\SC(=S)N(Cc3nc4ccccc4[nH]3)C2=O)cc1,101.4,98.0,.,85.7,86.4,.,95.7,89.4
CCCCCCCCN(CCCCCCCC)CCC(=O)c1ccc2cc(Br)c3ccccc3c2c1,.,98.5,.,86.8,85.2,94.2,72.9,79.5
CCc1cc2c(cc1C(C)=O)C(C)(C)CCC2(C)C,104.1,95.2,96.4,112.0,106.2,110.9,97.1,94.8
CCCCCCCCCCSc1n[nH]c(=S)s1,90.3,108.1,105.0,105.7,102.5,112.5,102.5,101.3
CC/C=C\C/C=C\C[C@H]1C/C=C2/C(=O)C=C[C@@H]2C/C=C\CCC(=O)O1,-5.5*,2.9*,-11.8*,31.4,-1.5*,.,.,7.5*
O=C(Nc1ccccc1-c1ccccc1)c1ccc(Cl)cc1Cl,94.4,96.5,.,87.1,105.6,138.2,98.2,96.3
C=CCCSC(C)=O,111.0,106.3,.,113.8,97.4,106.7,106.2,102.5
O=C(Nc1ncc(Cc2cc(C(F)(F)F)ccc2Cl)s1)C1=NCCCN1,102.4,103.6,93.3,94.8,94.5,103.4,97.5,78.1
Fc1ccc(C2=NN(c3ccc(Cl)cc3)C(c3cccc(Nc4ccnc5cc(C(F)(F)F)ccc45)c3)C2)cc1 (stereo unspecified),84.4,86.2,90.6,89.2,97.0,105.1,91.4,93.3
CCCCOCCOC(=O)c1ccccc1O,102.3,72.9,87.1,94.1,80.4,113.0,104.0,104.2
CCOC(=O)C1=C(C)NC(C)=C(C(=O)OCC)C1c1ccccc1,95.2,105.1,86.4,91.9,91.0,113.1,95.9,98.3
Cn1cc(-c2nnc(N)nc2-c2c[nH]c3ccc(Br)cc23)c2cc(Br)cnc21,28.0,59.5,43.4,64.3,70.7,43.6,68.0,57.2
CC(NC(=O)/C(Cc1ccccc1)=N\O)c1ccccc1 (stereo unspecified),88.0,105.0,80.1,91.4,.,89.5,96.7,85.0
C/C(=C(\c1ccc(OCCN2CCCCCC2)cc1)c1ccc(OC(=O)C2CCCCC2)cc1)c1ccc(Cl)cc1,68.9,90.2,72.6,99.2,103.3,89.9,79.3,10.1
O=C(COc1ccc(Cl)cc1Cl)OCCCOc1ccc(Cl)cc1Cl,105.3,94.5,100.8,72.1,94.0,114.1,102.1,93.0
CCCSC(SCCC)C1OC(c2ccccc2)OC2COC(c3ccccc3)OC21 (stereo unspecified),94.8,99.6,.,.,103.9,103.7,97.3,84.6
Nc1cc(Cl)cc(S(=O)(=O)O)c1O,104.6,107.6,96.9,107.4,92.5,130.5,106.6,103.8
O=C(NCCc1ccccc1)c1c(-c2ccccc2)[n+](=O)c2ccc(Cl)cc2n1[O-],66.8,77.1,97.4,86.6,95.1,96.5,77.1,98.2
Cc1nn(C)c2ncnc(N/N=C/c3cccc(O)c3O)c12,-16.7*,20.9,23.3,6.9*,4.2*,11.4,-41.4*,-48.5*
C=C(C)[C@@H]1CC[C@]2(C(N)=O)CC[C@]3(C)[C@H](CC[C@@H]4[C@@]5(C)CC[C@H](O)C(C)(C)[C@@H]5CC[C@]43C)[C@@H]12,3.1*[100 µM],-69.3*[100 µM],-62.8*[100 µM],-10.3*[100 µM],-72.2*[100 µM],0.4*[100 µM],-39.6*[100 µM],8.8*[100 µM]
C#CCC(C)(O)/C=C/C1=C(C)CCCC1(C)C (stereo unspecified),101.2,69.8,84.0,95.8,96.9,101.2,98.4,89.4
O=C(/C=C/c1ccc(Cl)cc1)c1ccc(NC(=O)c2ccccc2CN2C(=O)c3ccccc3C2=O)cc1,94.2,98.2,101.0,101.4,101.2,116.5,90.5,98.7
C=C1C(=O)O[C@H]2[C@H]1CC/C(COC(=O)/C=C\C(=O)NCc1ccc(Cn3c(=O)sn(CCCl)c3=O)cc1)=C\CC[C@@]1(C)O[C@@H]21,7.9*,110.9,115.2,86.2,115.5,87.0,101.4,51.6
COc1ccc(-c2nc(SCC(=O)Nc3ccc(C(=O)/C=C/c4ccc(Cl)cc4)cc3)[nH]c(=O)c2C#N)cc1,94.2,101.5,81.7,95.7,100.3,.,.,77.9
Nc1[nH]c(=S)nc2nc[nH]c12,104.3&114.8,109.7&103.3,100.8,92.3&115.1,119.2&108.4,102.2&111.4,99.1&98.2,91.3&107.0
CCS(=O)(=O)c1ccc(/C=N/Nc2nc3ccccc3o2)cc1,.,101.8,91.0,100.2,101.6,118.2,97.6,94.3
C[C@@H](Nc1ncnc2ccc(-c3cnc(Cl)c(NS(C)(=O)=O)c3)cc12)c1ccccc1,42.6,54.2,-1.1*,19.8,36.8,50.4,66.3,69.1
C=CCn1c(SCC(=O)Nc2ccc(C(=O)/C=C/c3ccc(Cl)cc3)cc2)nnc1-c1cc(-c2ccccc2)nc2ccccc12,.,89.7,91.5,79.1,86.1,99.7,87.1,76.3
O=C1NNC(c2ccccc2)=N/C1=C\c1ccccc1F,.,97.7,116.8,101.3,104.3,128.2,104.8,122.2
O=C1CSC(c2cccs2)N1c1nncs1 (stereo unspecified),.,94.3,78.9,.,104.9,106.1,101.6,103.8
COC(=O)C(Cc1ccccc1OC)c1ccccc1 (stereo unspecified),98.7,92.1,79.4,96.7,87.5,112.8,98.0,103.9

# Taken from above.
# For CCRF-CEM, COc1ccc(-c2nc(SCC(=O)Nc3ccc(C(=O)/C=C/c4ccc(Cl)cc4)cc3)[nH]c(=O)c2C#N)cc1 shows 94.2
# For M14, O=C1NNC(c2ccccc2)=N/C1=C\c1ccccc1F shows 122.2
